# Rab2 wt GTP: modulators of GTP binding to Rab2A wildtype, primary screen, biochemical, dog, bead-based flow cytometry, multiplex. GST-Rab2 wt beads, Bodipy-GTP binding. AID 760, 2007. 190,000 tested, 0.19% active. GTP binding activity, % at 10 µM;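 active means GTP binding activity at least 20 points away from 100%, either lowered or raised; inconclusive means signal likely due to the compound's own green fluorescence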;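 further: 0% = beads with excess unlabeled GTP and 100% = no-compound control corrected for plate trend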
# Mcl1-Bid inh: Mcl-1/Bid binding inhibitors, primary screen, biochemical, TR-FRET, 1536-well. inhibition, % at 21.7 µM. TR-FRET Mcl-1/Bid-Dy647 peptide binding. Induced myeloid leukemia cell differentiation protein Mcl-1 (Homo sapiens), Q07820. 220,000 tested, 0.97% active;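 active means compounds that cut the binding signal by more than half at the single screening dose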;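 further: His-tagged Mcl-1 with europium anti-His antibody binding Bid BH3 peptide; 0% = Mcl-1 plus peptide wells and 100% = peptide-only wells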
# Target sequence (Q07820 whole entry, looked up): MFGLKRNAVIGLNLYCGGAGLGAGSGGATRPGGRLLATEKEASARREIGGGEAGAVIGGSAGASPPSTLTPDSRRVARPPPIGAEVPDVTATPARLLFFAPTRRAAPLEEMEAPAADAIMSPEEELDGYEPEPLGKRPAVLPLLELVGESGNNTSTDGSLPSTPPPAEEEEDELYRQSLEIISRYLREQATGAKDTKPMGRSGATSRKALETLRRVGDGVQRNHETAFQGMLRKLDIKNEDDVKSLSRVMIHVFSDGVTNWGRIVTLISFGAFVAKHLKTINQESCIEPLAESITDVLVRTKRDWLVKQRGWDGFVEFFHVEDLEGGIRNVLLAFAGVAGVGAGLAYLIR
# Rac1 mut GTP: GTP binding modulators of activated mutant Rac1, primary screen, biochemical, bead-based flow cytometry, multiplex, fluorescent GTP | Ras-related C3 botulinum toxin substrate 1 (Homo sapiens), P63000 | GST-Rac1 activated beads; actives lie on both sides; 100% means binding = to untreated wells | percent activity (GTP binding), % at 10 µM | 190,000 tested, 0.11% active;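 active means GTP binding at least 20 percentage points away from the 100% baseline, in either direction, so actives lie on both sides; inconclusive means Compound likely fluorescent itself, or too few beads counted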
# Cdc42 wt GTP: modulators of GTP binding to wildtype Cdc42, primary screen, biochemical, multiplex bead flow cytometry, Bodipy-GTP; GST-Cdc42 beads; actives lie on both sides; percent activity (GTP binding), % at 10 µM; 190,000 tested, 0.2% active; AID 761, 2007;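 active means percent activity GTP binding at least 20 points away from the 100% baseline, either down as inhibitor or up as activator; inconclusive means compound flagged as likely green fluorescent from well-wide comparison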;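 further: median bead fluorescence of bound Bodipy-FL-GTP at 100 nM; 0% = excess unlabeled GTP control and 100% = no compound control; below 100% means less GTP binding so inhibitor and above means activator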
# Target sequence (P60953 whole entry, looked up): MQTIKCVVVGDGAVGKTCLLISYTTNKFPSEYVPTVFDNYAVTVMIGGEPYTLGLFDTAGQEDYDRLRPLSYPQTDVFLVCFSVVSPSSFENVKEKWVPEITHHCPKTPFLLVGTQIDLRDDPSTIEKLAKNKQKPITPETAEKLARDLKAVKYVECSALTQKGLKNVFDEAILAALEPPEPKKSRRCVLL
# Avidin fluor: green autofluorescence of compounds with avidin beads – biophysical, 488/530 nm, flow cytometry, artefact control, profiling panel; AID 1775, 2009; compound fluorescence 488/530 nm; active compounds read high; 220,000 tested, 0.38% active; fluorescence (KMESF) at 10 µM; in the data active means fluorescence above about 47; further: inactives centre near 10
# Mcl-1 Bim block: inhibitors of Bim peptide binding to Mcl-1, primary screen, biochemical, bead-based flow cytometry, multiplex. Induced myeloid leukemia cell differentiation protein Mcl-1 (Homo sapiens), Q07820. Bim peptide-Mcl-1 binding. inhibition, % at 10 µM. 190,000 tested, 0.1% active; in the data active means inhibition above about 40%;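 further: 0% = no compound tracer wells and 100% = peptide blocker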
# Pf gamet viab: late stage P. falciparum gametocyte viability inhibitors, primary screen, ATP luminescence, HTS; inhibition, % at 10.9 µM; P. falciparum stage V gametocytes, 24 h; 150,000 tested, 0.065% active;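 active means inhibition above the mean plus 3 SD of compounds within the control limits, set per campaign, cut at about 38% in these data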;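 further: 0% = DMSO wells and 100% = medium only without gametocytes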
# Mcl1-Noxa inh: Mcl-1/Noxa binding inhibitors, primary screen, biochemical, TR-FRET, 1536-well; 220,000 tested, 1.5% active; TR-FRET Mcl-1/Noxa peptide binding, 2 h; inhibition, % at 21.7 µM; Induced myeloid leukemia cell differentiation protein Mcl-1 (Homo sapiens), Q07820;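 active means compounds that cut the protein-peptide binding signal by more than 50% relative to plate controls in a single-dose test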;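 further: His-tagged Mcl-1 with rhodamine Noxa BH3 peptide and terbium anti-His antibody; 0% = Mcl-1 plus Noxa peptide wells and 100% = peptide-only wells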
# Rab7 wt GTP bind: modulators of GTP binding to Rab7, primary screen, biochemical, wildtype, multiplex bead flow cytometry; GTP binding activity (percent of control), % at 10 µM; Rab7 GTPase wild type (dog), Bodipy-FL-GTP binding; GST-Rab7 beads, fluorescent GTP binding; actives lie on both sides; untreated = 100%, excess cold GTP = 0%; 190,000 tested, 0.055% active;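 active means fluorescent GTP binding to Rab7 beads changed by at least 20 points from the 100% baseline, either direction, mostly lower; inconclusive means compound itself probably fluorescent, or too few beads counted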;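 further: median green fluorescence of bound Bodipy-FL-GTP per Rab7 bead population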
# HRas wt GTP: modulators of GTP binding to HRas wildtype, primary screen, biochemical, bead-based flow cytometry, multiplex; GST-Ras wt beads, Bodipy-FL-GTP binding; actives lie on both sides; GTP binding activity, % at 10 µM; 190,000 tested, 0.14% active; AID 759, 2007;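 active means GTP binding activity at least 20% away from the 100% baseline, either lowered as inhibitor or raised as activator; inconclusive means flagged as likely green fluorescent, judged across all proteins in the well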;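 further: 0% = unlabeled GTP competition control and 100% = no-compound control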
# Target sequence (P01112 whole entry, looked up): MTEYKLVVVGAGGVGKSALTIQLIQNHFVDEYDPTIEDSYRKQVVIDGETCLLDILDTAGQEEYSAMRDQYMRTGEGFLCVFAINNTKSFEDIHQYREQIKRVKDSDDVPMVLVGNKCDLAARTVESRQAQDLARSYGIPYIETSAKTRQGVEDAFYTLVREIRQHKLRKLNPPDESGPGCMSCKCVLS
# Rac1 wt GTP bind: wildtype Rac1 GTP binding modulators, primary screen, biochemical, GST-Rac1 beads, flow cytometry, multiplex; Ras-related C3 botulinum toxin substrate 1 (Homo sapiens), P63000; fluorescent GTP binding; actives lie on both sides; 0 = cold GTP competed, 100 = untreated; 190,000 tested, 0.27% active; AID 757, 2007; GTP binding activity (% of control), % at 10 µM;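 active means GTP binding activity at least 20 points away from the 100% control level, either lower or higher; inconclusive means compound flagged as likely green fluorescent, judged across all proteins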
# * hit, by the source's call; ? = inconclusive; . = not tested or not shown.
SMILES,Rab2 wt GTP,Mcl1-Bid inh,Rac1 mut GTP,Cdc42 wt GTP,Avidin fluor,Mcl-1 Bim block,Pf gamet viab,Mcl1-Noxa inh,Rab7 wt GTP bind,HRas wt GTP,Rac1 wt GTP bind
N=C(N)c1ccc(Cl)cc1,97,-17,98,94,9,0,9,16,97,96,99
O=C(Cn1nnc(-c2ccccc2)n1)OCc1csc(-c2ccccc2)n1,102,-6,99,101,3,-4,2,-4,101,100,102
CCOC(=O)c1c(C)nc2c(c1C)c(=O)oc1ccccc12,99,-2,99,102,8,0,0,10,100,101,104
O=C(O)CCc1nn2cnc3sc4c(c3c2nc1=O)CCCC4,97,-25,99,99,9,3,.,1,94,96,101
O=C(Nc1ccccc1)C1=C[C@H](c2ccc3c(c2)OCO3)C[C@H](OCc2ccc(CO)cc2)O1,98,-1,95,96,7,-1,.,5,100,97,98
CCN1CCc2nc(NC(=O)C(c3ccccc3)c3ccccc3)sc2C1,99,-2,97,100,6,-1,.,3,102,100,97
O=C(c1ccc(Cl)cc1)N(Cc1cccs1)C1CCS(=O)(=O)C1 (centres undefined),101,6,100,99,8,0,.,-5,101,100,104
CCSC1=NCN(CCCC(=O)O)CN1,100,-9,100,102,7,-1,.,2,101,100,102
Cc1cc(NC(=O)C2CC(c3c(F)cccc3Cl)=NO2)n(-c2ccccc2)n1 (centres undefined),96,-34,95,94,9,0,.,3,96,95,99
CC1=C(C(=O)N2CCOCC2)C(c2ccc(O)cc2)NC(=S)N1 (centres undefined),101,-9,101,102,4,-4,5,5,101,104,104
COCCNC(=O)/C(C#N)=C/c1ccc(C)o1,96,-4,95,94,9,1,-11,1,95,93,96
CC(C)(C)NC(=O)NC(=O)CSc1ncccn1,?,-6,?,?,24,-1,-6,16,?,?,?
O=C(NNC(=O)c1cccs1)c1ccccc1,99,-28,93,96,8,-2,-12,-6,101,98,96
Cc1csc(Nc2ccccc2C(F)(F)F)n1,98,-27,96,99,11,.,12,-2,97,99,100
Cc1ccc(C)c(S(=O)(=O)c2c(N)n(/N=C/c3ccco3)c3nc4ccccc4nc23)c1,93,0,92,86,11,0,-11,36,99,90,86
Cc1ccc(/C=N/NC(=O)Cn2cnc3c2c(=O)n(C)c(=O)n3C)s1,101,1,98,104,12,-3,21,1,96,98,104
COC(=O)c1ccc(NC(=S)NCCc2ccccc2C)cc1,100,-3,100,99,3,-2,-5,5,102,100,102
CCOC(=O)c1c(NC(=O)CSc2nnc(-c3c[nH]c4ccccc34)n2CC)sc2c1CCCC2,96,-10,95,95,7,0,.,-2,98,97,98
CN(C)C(CNC(=O)c1ccc(S(=O)(=O)N(C)C)cc1)Cc1ccccc1 (centres undefined),95,-9,94,92,12,1,-4,4,100,97,98
CCN(C(=O)COC(=O)c1n[nH]c2ccccc12)C1CCS(=O)(=O)C1 (centres undefined),99,-20,100,97,13,-1,-2,-2,99,99,105
CCC(=O)N(Cc1ccco1)c1nc(C(=O)Nc2ccc(Cl)cc2)c(C)s1,95,-6,96,93,11,-1,-4,1,98,96,96
CC(C)N1CCN(Cc2cccc(-c3ccco3)c2)CC1CCO (centres undefined),95,-32,96,98,10,0,-4,8,103,98,99
O=C(Nc1ccc(N=Nc2ccccc2)cc1)c1ccc(Cl)cc1Cl,98,-6,97,99,18,2,.,-8,100,100,103
C=CCN1C(=O)C(Cc2ccc(OCC)cc2)SC1=Nc1ccc(C(=O)O)cc1 (centres undefined),98,-21,98,100,15,0,1,20,99,101,104
COC(=O)COc1cccc(/C=N/NC(=O)CCSc2ccccc2)c1,92,10,92,93,24,0,0,31,94,94,95
SMILES,Rab2 wt GTP,Mcl1-Bid inh,Rac1 mut GTP,Cdc42 wt GTP,Avidin fluor,Mcl-1 Bim block,Pf gamet viab,Mcl1-Noxa inh,Rab7 wt GTP bind,HRas wt GTP,Rac1 wt GTP bind
COc1ccccc1-c1c(NC(=O)c2ccco2)n(-c2ccccc2)nc(C)c1=O,102,-2,99,105,13,0,15,5,99,104,102
O=C(O)CSc1nnc(-c2ccncc2)n1-c1ccc(Cl)cc1,98,-20,102,103,11,0,10,1,99,102,105
O=C(CSc1nnc(Cn2c(=O)sc3ccccc32)n1-c1ccccc1)Nc1nccs1,101,3,101,103,7,1,.,11,97,101,103
Cc1ccc(C)c(NC(=O)Cc2coc3cc4c(cc23)CCC4)c1,103,-6,102,99,11,0,.,-4,103,104,102
CC1CCN(c2nc(NCc3ccco3)nc(N)c2[N+](=O)[O-])CC1,101,-26,101,101,3,-1,.,6,98,101,103
CC(C)(C)c1ccc(C(=O)N2CCNCC2)cc1,101,17,101,102,5,-4,-2,11,100,103,104
CC1(C(=O)NCc2ccc(Cl)c(Cl)c2)Oc2ccccc2NC1=O (centres undefined),95,10,96,96,22,7,-5,29,92,94,95
Clc1ccccc1CSc1cc2c(nn1)-c1ccccc1CC2,104,-21,99,101,20,-1,-15,-6,103,102,100
CCOC(=O)c1nn(-c2ccc(F)cc2)c2c1CC/C2=C/c1ccccc1,99,-18,100,100,12,-7,-7,-4,101,96,103
COc1cc(/C=C2/NC(=O)N(CC(=O)Nc3cccc(C)c3)C2=O)ccc1OCC(N)=O,95,5,97,97,11,0,.,15,98,96,96
Cn1c(=O)c2nc(NCc3ccccc3)cnc2n(C)c1=O,98,-12,98,96,35,0,6,-10,98,99,103
COc1ccccc1C1CC(=O)Nc2c1c(=O)n(C)c(=O)n2C (centres undefined),103,-7,101,104,6,-7,.,-5,104,105,107
O=[N+]([O-])c1ccc(O)c(/C=N/Nc2ccccc2Cl)c1,90,-24,87,90,8,1,-7,10,92,90,95
O=C(O)C1C2CCC(O2)C1C(=O)NCc1ccccc1Br (centres undefined),102,-20,99,98,11,1,-8,20,106,102,106
CC(=O)Nc1nc(COc2ccc3ccccc3c2)cs1,101,19,96,102,18,-2,-18,20,99,102,101
O=C(Cc1nc2ccccc2[nH]1)c1ccc(Br)cc1,94,-29,88,104,12,2,15,-30,102,94,92
CNC(=O)COC(=O)/C=C/c1cccc(F)c1,101,-5,101,100,8,-2,.,0,106,104,104
COC(=O)CNc1nc(Cl)nc(Nc2ccc(Cl)cc2)n1,96,-9,92,95,20,0,1,7,104,96,91
Cc1cc(C(F)(F)F)nn1Cc1n[nH]c(=S)n1-c1cccc(Cl)c1,?,-102,?,?,7,-6,.,15,?,?,?
CCOC(=O)c1c(CSC(=N)N)n(-c2ccc(C)cc2)c2cc(Br)c(OC(C)=O)cc12,101,-29,99,99,4,10,3,39,99,101,103
CC(C)(CO)Nc1nc(N2CCCC2)nc(N2CCCC2)n1,97,-5,98,97,7,.,26,-5,103,100,102
CCOC(=O)CC(=O)c1cc(OC)c(OC)c(OC)c1,100,1,100,100,4,0,-18,1,98,101,103
CCC1(CC)Cc2ccccc2C(C2=C(O)CC(C)(C)CC2=O)=N1,101,-45,101,105,8,-2,1,2,103,102,104
CC(C)CCN(C(=S)Nc1cccc(F)c1)C1CCN(C(C)C)CC1,98,-17,97,97,6,0,-30,-12,104,98,99
O=C(OCC(=O)N1CCOCC1)c1ccc2c(c1)OCCO2,99,-21,98,98,1,4,.,10,98,100,103
CCOc1ccc(-n2c(SCC(=O)Nc3ccc(OC)cc3)nc3c(c2=O)SCC3)cc1,102,-40,101,106,37,-3,3,5,104,104,104
CC(=O)C1=C(c2ccccc2)OC(N)=C(C#N)C1c1ccccc1F (centres undefined),98,-29,99,98,6,-4,-25,11,104,102,104
O=C(Cn1ncc2c(=O)oc3ccccc3c21)NCCN1CCN(c2ccccc2F)CC1,102,-6,98,102,25,-1,.,12,100,102,103
CCC(C)NC(=O)CN1C(=O)C(CC)Sc2ccccc21 (centres undefined),100,-18,94,98,8,1,-16,8,96,98,99

# Ten entries out of the list, arranged by count of non-hydrogen atoms, smallest number first:
SMILES,Rab2 wt GTP,Mcl1-Bid inh,Rac1 mut GTP,Cdc42 wt GTP,Avidin fluor,Mcl-1 Bim block,Pf gamet viab,Mcl1-Noxa inh,Rab7 wt GTP bind,HRas wt GTP,Rac1 wt GTP bind
O=C(Cc1nc2ccccc2[nH]1)c1ccc(Br)cc1,94,-29,88,104,12,2,15,-30,102,94,92
O=[N+]([O-])c1ccc(O)c(/C=N/Nc2ccccc2Cl)c1,90,-24,87,90,8,1,-7,10,92,90,95
CC(=O)Nc1nc(COc2ccc3ccccc3c2)cs1,101,19,96,102,18,-2,-18,20,99,102,101
O=C(OCC(=O)N1CCOCC1)c1ccc2c(c1)OCCO2,99,-21,98,98,1,4,.,10,98,100,103
COc1ccccc1C1CC(=O)Nc2c1c(=O)n(C)c(=O)n2C (centres undefined),103,-7,101,104,6,-7,.,-5,104,105,107
CC1(C(=O)NCc2ccc(Cl)c(Cl)c2)Oc2ccccc2NC1=O (centres undefined),95,10,96,96,22,7,-5,29,92,94,95
CC(C)CCN(C(=S)Nc1cccc(F)c1)C1CCN(C(C)C)CC1,98,-17,97,97,6,0,-30,-12,104,98,99
CCOC(=O)c1c(CSC(=N)N)n(-c2ccc(C)cc2)c2cc(Br)c(OC(C)=O)cc12,101,-29,99,99,4,10,3,39,99,101,103
COc1cc(/C=C2/NC(=O)N(CC(=O)Nc3cccc(C)c3)C2=O)ccc1OCC(N)=O,95,5,97,97,11,0,.,15,98,96,96
O=C(Cn1ncc2c(=O)oc3ccccc3c21)NCCN1CCN(c2ccccc2F)CC1,102,-6,98,102,25,-1,.,12,100,102,103
